Source: PubChem BioAssay
hcDAF12 agonist: H. contortus DAF-12 activation, primary screen; activation, % at 6.8 µM; AID 652067; HEK293 hcDAF-12 lit1-tk-luc reporter, luminescence; 0% DMSO, 100% Δ7-dafachronic acid; 370,000 tested, 1.4% active;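 active = activation above the mean of all tested compounds plus 3 SD, cut at about 5.5% in these data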;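 also: 100% = response to 3 µM Δ7-dafachronic acid high control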
SMARCA2 activ: SMARCA2 function activation, primary screen | MG213 cells, MMTV-luciferase reporter, dexamethasone, overnight | activation, % at 9.1 µM | 370,000 tested, 1% active | AID 652017; in the data active = activation above about 7.8%;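 also: 0% = vehicle wells and 100% = reference activator wells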
DAX1 inh-1: inhibitors of DAX1 repression of SF-1 activated StAR promoter. HEK293T StAR-luciferase reporter, SF-1/DAX-1 repression relief. inhibition, % at 6.8 µM. 370,000 tested, 1.1% active. AID 652010;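 active = inhibition above the mean over all tested compounds plus 3 SD, cut at about 3.6% in these data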;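 also: 0% = DAX-1 cells with DMSO and 100% = cells lacking DAX-1 with DMSO; higher inhibition means more luminescence from relief of DAX-1 repression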
ssDAF12 agonist: S. stercoralis DAF-12 activation, primary screen; activation, % at 6.8 µM; AID 652126; HEK293 ssDAF-12/GRIP1 lit1-tk-luc reporter, luminescence; % of 3 µM dafachronic acid response; 370,000 tested, 1% active;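 active = activation above the mean over all tested compounds plus 3 SD, cut at about 0.9% in these data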;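 also: 0% = DMSO-only wells and 100% = 3 µM delta7-dafachronic acid wells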
ADAM17 inh: ADAM17 inhibition, QFRET primary screen; P78536; recombinant ADAM17, EDANS/DABCYL FRET peptide cleavage; inhibition, % at 6.95 µM; 370,000 tested, 0.83% active; AID 720648;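 active = inhibition above the mean of compounds lying between control limits plus 3 SD, set per campaign, cut at about 8.5% in these data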;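 also: 0% = DMSO-only wells as the low control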
GC-A act: GC-A (human) enzyme activation | HEK293 GC-A cells, cGMP TR-FRET, EC30 ANP; 0% at EC30 ANP, 100% saturating ANP | activation, % at 10 µM | 370,000 tested, 0.14% active; in the data active = activation above about 40%
GAA850 FXN act: activators of GAA850 frataxin (FXN) promoter | activation, % at 6 µM | HEK293 lucGAA850 FXN promoter luciferase reporter, 24 h; percent of 10 µM SAHA response | 360,000 tested, 0.56% active | AID 540364;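 active = activation above the average of all compounds screened plus 3 SD, cutoff fixed separately per campaign, cut at about 7.5% in these data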;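 also: 0% = DMSO wells and 100% = 10 µM SAHA wells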
PG9 binder: PG9 antibody binding by small molecule; TR-FRET gp120-PG9 antibody binding; inhibition, % at 6.7 µM; 360,000 tested, 0.43% active; in the data active = inhibition above about 8.5%
hgDAF-12 ag: agonists of H. glycines DAF-12 nuclear receptor; HEK293 GAL4-hgDAF12 UAS-luciferase reporter, agonist luminescence; normalized to butyrate control; activation, % at 6.8 µM; 370,000 tested, 1.8% active;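 active = activation above a cutoff set at the mean of all screened compounds plus 3 SD, cut at about 10% in these data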;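 also: 0% = DMSO wells and 100% = sodium butyrate wells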
ADAM10 inh: inhibits human ADAM10. O14672. recombinant ADAM10, EDANS/DABCYL FRET peptide cleavage, 3 h. inhibition, % at 7 µM. 370,000 tested, 0.62% active. AID 720582;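 active = inhibition above a per-campaign cutoff equal to the mean of compounds falling between control-based bounds plus 3 SD, cut at about 20% in these data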;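 also: 0% = DMSO wells while the 100% control is not disclosed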
Target sequence (O14672 214-748 limits assumed): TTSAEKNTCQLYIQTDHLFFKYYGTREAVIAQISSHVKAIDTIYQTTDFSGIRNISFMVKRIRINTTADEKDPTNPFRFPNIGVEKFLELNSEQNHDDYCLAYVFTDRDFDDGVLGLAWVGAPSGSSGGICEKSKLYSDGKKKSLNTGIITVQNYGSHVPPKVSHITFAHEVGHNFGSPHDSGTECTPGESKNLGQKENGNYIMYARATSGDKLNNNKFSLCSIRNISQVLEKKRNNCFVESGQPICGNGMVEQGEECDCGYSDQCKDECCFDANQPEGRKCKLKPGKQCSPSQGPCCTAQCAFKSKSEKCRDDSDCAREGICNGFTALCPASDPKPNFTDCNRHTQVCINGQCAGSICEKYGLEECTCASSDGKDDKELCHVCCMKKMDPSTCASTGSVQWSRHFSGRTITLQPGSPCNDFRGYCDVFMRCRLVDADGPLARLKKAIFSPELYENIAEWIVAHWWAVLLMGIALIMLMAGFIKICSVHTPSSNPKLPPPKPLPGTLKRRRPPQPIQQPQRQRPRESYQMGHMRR
DAX1 inh-2: inhibits human nuclear receptor DAX1. P51843. HEK293 Gal4-DAX1 luciferase reporter, luminescence. inhibition, % at 6.75 µM. 340,000 tested, 0.99% active. AID 504766;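 active = inhibition above the mean over all tested compounds plus 3 SD, cut at about 4.2% in these data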;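 also: 0% = DAX1-transfected cells with DMSO and 100% = empty-vector control cells with DMSO; inhibition shows as a rise in luminescence from relieved DAX1 repression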
Target sequence (P51843 207-470 limits assumed): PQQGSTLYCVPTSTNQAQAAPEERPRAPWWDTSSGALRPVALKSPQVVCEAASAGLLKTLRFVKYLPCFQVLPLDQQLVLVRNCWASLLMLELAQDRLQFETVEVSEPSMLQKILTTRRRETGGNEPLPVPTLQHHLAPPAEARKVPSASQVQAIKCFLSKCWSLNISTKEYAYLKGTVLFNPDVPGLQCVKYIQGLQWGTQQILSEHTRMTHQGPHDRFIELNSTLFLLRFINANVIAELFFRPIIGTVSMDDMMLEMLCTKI
Starred values were filed as active, the others as inactive.

`O=C(c1cc(-c2cccs2)nc2ccccc12)N1CCN(c2ccccc2O)CC1` gave hcDAF12 agonist -2.7, SMARCA2 activ 2.3, DAX1 inh-1 -2.6, ssDAF12 agonist -2.1, ADAM17 inh -60.9, GC-A act 4.4, GAA850 FXN act 0.1, PG9 binder 0.5, hgDAF-12 ag -1.3, ADAM10 inh -188.7 and DAX1 inh-2 -1.7.
COc1cnn(-c2ccccc2)c(=O)c1SCc1ccc(Cl)cc1Cl was read as hcDAF12 agonist -2.2, SMARCA2 activ -1.0, DAX1 inh-1 -0.7, ssDAF12 agonist -1.9, ADAM17 inh -2.5, GC-A act -5.9, GAA850 FXN act 4.9, PG9 binder -3.5, hgDAF-12 ag -3.0, ADAM10 inh -1.3 and DAX1 inh-2 -0.3.
`CCOc1cc(C(C(=O)NCC2CCCO2)N(C(=O)Cn2nnc3ccccc32)c2ccc(OC)c(OC)c2)ccc1O` (configuration not stated) gave hcDAF12 agonist -0.6, SMARCA2 activ -2.1, DAX1 inh-1 0.0, ssDAF12 agonist -1.4, ADAM17 inh 1.4, GC-A act 3.2, GAA850 FXN act 0.4, PG9 binder -0.3, hgDAF-12 ag -0.5, ADAM10 inh -1.3 and DAX1 inh-2 2.7.
Screening CCc1nc(SCc2ccccn2)[nH]c(=O)c1C returned hcDAF12 agonist 0.5, SMARCA2 activ -1.7, DAX1 inh-1 0.5, ssDAF12 agonist -0.9, ADAM17 inh -1.4, GC-A act -5.9, GAA850 FXN act -0.5, PG9 binder -0.9, hgDAF-12 ag -0.5, ADAM10 inh 1.2 and DAX1 inh-2 -0.5.
`COc1cccc(N2CCN(C(c3ccccn3)c3nnnn3C(C)(C)C)CC2)c1` (configuration not stated) gave hcDAF12 agonist -0.5, SMARCA2 activ -1.6, DAX1 inh-1 0.2, ssDAF12 agonist -1.0, ADAM17 inh -3.5, GC-A act -6.2, GAA850 FXN act 0.6, PG9 binder 0.2, hgDAF-12 ag -3.1, ADAM10 inh 3.8 and DAX1 inh-2 1.2.
For Cc1nn(C(C)(C)C)c(C)c1/C=N/OC(=O)Nc1ccc(Cl)cc1 the results were hcDAF12 agonist -9.5, SMARCA2 activ -12.5, DAX1 inh-1 -2.7, ssDAF12 agonist -3.6, ADAM17 inh -0.8, GC-A act 1.3, GAA850 FXN act -13.5, PG9 binder 1.1, hgDAF-12 ag -17.4, ADAM10 inh 3.3 and DAX1 inh-2 -9.2.
Screening COc1ccc(OC)c(NC(=O)C2CCCN2S(=O)(=O)c2ccc3c(c2)CC(C)N3C(C)=O)c1 (configuration not stated) returned hcDAF12 agonist -3.2, SMARCA2 activ -3.3, DAX1 inh-1 -1.2, ssDAF12 agonist -1.4, ADAM17 inh -0.9, GC-A act 1.2, GAA850 FXN act 2.7, PG9 binder -1.3, hgDAF-12 ag -2.5, ADAM10 inh -19.1 and DAX1 inh-2 1.2.
COc1ccc(NC(=O)/C=C/c2ccccc2[N+](=O)[O-])c(OC)c1 was read as hcDAF12 agonist -2.7, SMARCA2 activ 0.1, DAX1 inh-1 0.2, ssDAF12 agonist -1.4, ADAM17 inh 0.7, GC-A act -1.9, GAA850 FXN act -0.6, PG9 binder 0.2, hgDAF-12 ag -0.9, ADAM10 inh 6.5 and DAX1 inh-2 0.3.
For Cc1cc(C(C)(C)C)ccc1OCCOCCN1CCCC1 the results were hcDAF12 agonist -0.9, SMARCA2 activ 2.0, DAX1 inh-1 0.2, ssDAF12 agonist -1.4, ADAM17 inh -3.8, GC-A act 0.4, GAA850 FXN act 1.3, PG9 binder -1.3, hgDAF-12 ag -0.8, ADAM10 inh -0.6 and DAX1 inh-2 0.2.
Nc1nnc(CCOc2ccccc2Cl)s1 was read as hcDAF12 agonist 1.6, SMARCA2 activ -0.6, DAX1 inh-1 -0.2, ssDAF12 agonist -0.8, ADAM17 inh -1.7, GC-A act 5.5, GAA850 FXN act 1.0, PG9 binder 0.3, hgDAF-12 ag 1.0, ADAM10 inh 0.0 and DAX1 inh-2 1.1.
`NC(=O)c1c(NC(=O)C(=O)N2CCOCC2)sc2c1CCCC2` gave hcDAF12 agonist -2.1, SMARCA2 activ -2.3, DAX1 inh-1 -1.3, ssDAF12 agonist -1.6, ADAM17 inh -2.2, GC-A act 2.0, GAA850 FXN act 0.5, PG9 binder -1.6, hgDAF-12 ag -0.6, ADAM10 inh -11.5 and DAX1 inh-2 -0.1.
For COc1cc(C)nc(N2CCCC(C(=O)Nc3cc(Cl)ccc3OC)C2)n1 (configuration not stated) the results were hcDAF12 agonist 0.4, SMARCA2 activ -1.5, DAX1 inh-1 -0.4, ssDAF12 agonist -1.3, ADAM17 inh 3.9, GC-A act -5.0, GAA850 FXN act -0.1, PG9 binder -0.6, hgDAF-12 ag -1.4, ADAM10 inh 6.1 and DAX1 inh-2 -0.6.
Screening NS(=O)(=O)c1ccc(CNC(=O)c2ccc3c(c2)OCO3)cc1 returned hcDAF12 agonist 0.6, SMARCA2 activ -1.6, DAX1 inh-1 -0.3, ssDAF12 agonist -0.7, ADAM17 inh -5.2, GC-A act 2.1, GAA850 FXN act 1.2, PG9 binder -0.1, hgDAF-12 ag 3.2, ADAM10 inh -14.2 and DAX1 inh-2 -0.5.
`CN(CC(=O)NCCCn1ccnc1)S(=O)(=O)c1ccc(Cl)cc1` gave hcDAF12 agonist -0.3, SMARCA2 activ 2.9, DAX1 inh-1 0.7, ssDAF12 agonist -1.1, ADAM17 inh -2.9, GC-A act -1.6, GAA850 FXN act 1.2, PG9 binder -1.4, hgDAF-12 ag 1.3, ADAM10 inh -8.5 and DAX1 inh-2 0.5.
`Cc1ccc(S(=O)(=O)Nc2ccccc2O)cc1` gave hcDAF12 agonist 1.1, SMARCA2 activ -2.5, DAX1 inh-1 -0.3, ssDAF12 agonist -1.7, ADAM17 inh -1.8, GC-A act 0.5, PG9 binder -0.9, hgDAF-12 ag 2.5 and ADAM10 inh -12.1.
For CCc1nc2ccc(C(=O)NCCc3ccccn3)cn2c1N(C)Cc1ccc(N(C)C)cc1 the results were hcDAF12 agonist -0.2, SMARCA2 activ -3.4, DAX1 inh-1 -1.4, ssDAF12 agonist -1.3, ADAM17 inh -5.9, GC-A act 1.2, GAA850 FXN act 0.7, PG9 binder -2.8, hgDAF-12 ag -1.4 and ADAM10 inh -11.8.
For CC1(C)CC(=O)/C(=C(\O)c2ccccc2)C(=NCCc2ccccc2)C1 the results were hcDAF12 agonist -3.1, SMARCA2 activ -1.6, DAX1 inh-1 0.4, ssDAF12 agonist -2.0, ADAM17 inh 2.6, GC-A act -18.5, GAA850 FXN act -0.4, PG9 binder -1.5, hgDAF-12 ag -1.5, ADAM10 inh 2.1 and DAX1 inh-2 -0.2.
For C=CCNC(=O)/C=C/c1ccc(C(C)C)cc1 the results were hcDAF12 agonist 0.0, SMARCA2 activ 3.2, DAX1 inh-1 2.2, ssDAF12 agonist -0.5, ADAM17 inh 1.3, GC-A act 5.8, GAA850 FXN act 4.4, PG9 binder 0.3, hgDAF-12 ag 6.1, ADAM10 inh -5.7 and DAX1 inh-2 0.8.
`CCOC(=O)CC1C(=O)NCCN1C(=O)c1cc2c(=O)n3cccc(C)c3nc2s1` (configuration not stated) gave hcDAF12 agonist 2.8, SMARCA2 activ -1.4, DAX1 inh-1 -0.4, ssDAF12 agonist -0.5, ADAM17 inh inactive, GC-A act 8.4, GAA850 FXN act 1.4, PG9 binder 1.3, hgDAF-12 ag 2.5, ADAM10 inh inactive and DAX1 inh-2 -0.1.
COc1ccc(NC(=O)CSc2c(C)nn(-c3nnc(C)c(=O)[nH]3)c2C)cc1 was read as hcDAF12 agonist 0.9, SMARCA2 activ 0.5, DAX1 inh-1 0.6, ssDAF12 agonist -1.0, ADAM17 inh -3.5, GC-A act 2.9, GAA850 FXN act 0.7, PG9 binder 0.9, hgDAF-12 ag -0.4, ADAM10 inh -6.7 and DAX1 inh-2 0.6.
Screening CC(=O)NCCC(=O)Nc1ncc(S(=O)(=O)c2ccc([N+](=O)[O-])cc2)s1 returned hcDAF12 agonist 0.0, SMARCA2 activ -2.6, DAX1 inh-1 -0.4, ssDAF12 agonist -1.3, ADAM17 inh -8.8, GC-A act 0.4, GAA850 FXN act 0.0, PG9 binder 0.7, hgDAF-12 ag -2.0, ADAM10 inh -2.4 and DAX1 inh-2 0.3.
Screening O=C(CS(=O)(=O)c1ccccc1)Nc1nnc(C(F)(F)F)s1 returned hcDAF12 agonist 0.8, SMARCA2 activ -1.2, DAX1 inh-1 -0.1, ssDAF12 agonist -0.9, ADAM17 inh 0.7, GC-A act 1.9, GAA850 FXN act 0.3, PG9 binder 2.2, hgDAF-12 ag 0.5, ADAM10 inh -1.6 and DAX1 inh-2 -1.0.
Screening COc1ccc(CC(=O)Nc2nncs2)cc1OC returned hcDAF12 agonist -1.5, SMARCA2 activ -1.8, DAX1 inh-1 -0.1, ssDAF12 agonist -0.9, ADAM17 inh -4.1, GC-A act 4.0, GAA850 FXN act 5.3, PG9 binder 0.3, hgDAF-12 ag 1.7, ADAM10 inh -3.5 and DAX1 inh-2 0.1.
COc1ccc(NC(=O)Cn2nnc(C(=O)NCc3ccc4c(c3)OCO4)c2N)c(OC)c1 was read as hcDAF12 agonist -2.2, SMARCA2 activ -1.8, DAX1 inh-1 -0.4, ssDAF12 agonist -0.7, ADAM17 inh -5.4, GC-A act 3.6, GAA850 FXN act 1.4, PG9 binder -0.9, hgDAF-12 ag 0.8, ADAM10 inh -10.4 and DAX1 inh-2 -0.1.
For CCc1c(C)nc(SCC(=O)N2CCCCC2)[nH]c1=O the results were hcDAF12 agonist 0.3, SMARCA2 activ -1.3, DAX1 inh-1 0.1, ssDAF12 agonist -0.9, ADAM17 inh -5.2, GC-A act -1.8, GAA850 FXN act -2.1, PG9 binder -0.9, hgDAF-12 ag -1.0, ADAM10 inh 4.1 and DAX1 inh-2 3.7.
COC(=O)CCC1(C(N)=O)CCC(=O)c2ccccc21 (configuration not stated) was read as hcDAF12 agonist 0.0, SMARCA2 activ -0.3, DAX1 inh-1 -0.8, ssDAF12 agonist -1.2, ADAM17 inh -4.6, GC-A act 1.5, GAA850 FXN act -1.6, PG9 binder -1.6, hgDAF-12 ag -2.0, ADAM10 inh -5.2 and DAX1 inh-2 -0.5.
`COC(=O)C1=CN(c2cccc(OCc3ccccc3)c2)C(N)=C(C#N)C1c1cccc(F)c1` (configuration not stated) gave hcDAF12 agonist -2.8, SMARCA2 activ -2.4, DAX1 inh-1 -0.6, ssDAF12 agonist -1.5, ADAM17 inh -6.9, GC-A act 1.4, PG9 binder 0.1, hgDAF-12 ag -3.7 and ADAM10 inh -15.1.
Screening Cc1ccc2[nH]c(C(=O)N3CCCC(Nc4ccc(F)cc4)C3)cc2c1 (configuration not stated) returned hcDAF12 agonist 0.7, SMARCA2 activ -0.7, DAX1 inh-1 -0.6, ssDAF12 agonist -1.0, ADAM17 inh 5.6, GC-A act -1.9, GAA850 FXN act 0.3, PG9 binder 2.1, hgDAF-12 ag -1.0, ADAM10 inh -2.1 and DAX1 inh-2 0.3.

Rows are unselected (roughly 6.8% active in at least one column).
